# From PubChem BioAssay
# KOR beta-arrestin-1: kappa opioid receptor activators – cell-based, luminescence, uHTS, primary screen (AID 1777). KOR beta-arrestin recruitment, luminescence; higher % means a stronger effect. one-dose activation, % at 10 µM; EC50 in µM for titrated hits. hit rate 0.02% among 280,000; in the data active = activation above about 50%, passing the limit was not always enough; note: a part of the inactive calls stands beside numbers as strong as those of hits
# AID2073: inhibitors of Mint1-CaV2.2 protein interaction, biochemical, HTRF (AID 2073). inhibition, % at 20 µM, or IC50 in µM where a hit was titrated. HTRF protein-protein interaction, Mint1-CaV2.2; higher % means a stronger effect. hit rate 0.19% among 290,000; in the data active = inhibition mostly above about 51%, no sharp cut-off; inconclusive = no clear call, values can overlap the other calls; inactive = mostly below about 53%; note: some results filed as inactive read as strong as hits
# NOD1 inhibition: NOD1 signaling inhibitors, primary screen, cell-based, luminescence, uHTS (AID 1578) | NOD1-driven NF-kB luciferase reporter cells, luminescence; higher % means a stronger effect | one-dose inhibition, % at 4 µM; EC50 in µM for titrated hits | hit rate 1% among 290,000; in the data active = inhibition mostly above about 36%, no sharp cut-off; inactive = mostly below about 34%;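 note: HEK-293T reporter cells stimulated with the NOD1 agonist gamma-tri-DAP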
# GPR35 arrestin U2OS: inhibition of zaprinast-stimulated GPR35 beta-arrestin translocation – imaging, U2OS, beta-arrestin-GFP, zaprinast agonist, primary screen (AID 2058); inhibition, % at 10 µM, or IC50 in µM where a hit was titrated; hit rate 0.052% among 290,000; U2OS GPR35 beta-arrestin-GFP translocation imaging, zaprinast antagonism; higher % means a stronger effect;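 active = inhibition of at least 50% with at least 30 cells and total cytoplasm GFP at most 10,000,000; inconclusive = under 30 cells or total GFP of 10,000,000 plus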
# GPR55 beta-arrestin: GPR55 agonists via beta-arrestin recruitment, primary screen, imaging, U2OS cells, beta-arrestin-GFP redistribution (AID 1961). U2OS GPR55 beta-arrestin-GFP redistribution imaging; higher % means a stronger effect. activation, % at 10 µM, or EC50 in µM where a hit was titrated. hit rate 0.048% among 290,000;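 active = activation above 40% with more than 50 cells counted in the well; inconclusive = wells holding fewer than 50 cells, flagged as toxic or sparse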;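 note: U2OS osteosarcoma cells stably expressing GPR55 and beta-arrestin-GFP; plate controls were DMSO negative control for no effect and LPI positive control for full effect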
# KOR beta-arrestin-2: kappa opioid receptor blockers – cell-based, luminescence, uHTS (AID 1778); KOR beta-arrestin recruitment, luminescence, antagonist mode; higher % means a stronger effect; inhibition, % at 10 µM; hits with a dose series show IC50 in µM; hit rate 0.091% among 290,000; in the data active = inhibition above about 50%; note: strong numbers were not always called active
# HIV fusion peptide: cell-free HIV fusion peptide-binding blockers – biochemical, uHTS, fluorescence dequenching, primary screen (AID 1986) | cell-free peptide binding, fluorescence dequenching, 30 min; higher % means a stronger effect | inhibition, % at 20 µM; hits with a dose series show IC50 in µM | hit rate 0.3% among 290,000; in the data active = inhibition mostly above about 52%, no sharp cut-off; inactive = mostly below about 76%; note: some results filed as inactive read as strong as hits
# Siah-1 displacement: Siah-1 peptide-binding antagonists, primary screen, biochemical, fluorescence polarization, rhodamine-plectin, uHTS (AID 1817); Siah-1 / rhodamine-plectin peptide fluorescence polarization; higher % means a stronger effect; displacement, % at 20 µM, or IC50 in µM where a hit was titrated; hit rate 0.02% among 290,000;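 active = displacement of at least 50% at 20 µM, with a fluorescence ratio check between 0.3 and a set limit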;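 note: plate controls were Siah plus tracer with DMSO for no effect and tracer alone without Siah for full effect; strong numbers were not always called active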
# GPR55 antagonists: inhibition of LPI-stimulated GPR55 beta-arrestin translocation – imaging, U2OS, beta-arrestin-GFP, LPI agonist, primary screen (AID 2013); hit rate 0.13% among 290,000; inhibition, % at 10 µM, or IC50 in µM where a hit was titrated; U2OS GPR55 beta-arrestin-GFP translocation imaging, LPI antagonism; higher % means a stronger effect;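 active = spots per cell inhibited over 60%, with over 100 cells counted and total cytoplasm intensity under 500,000; inconclusive = wells with under 100 cells, flagged as likely toxic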;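 note: U2OS cells stably carrying GPR55 and arrestin-GFP stimulated by 5 µM LPI near EC80; imaged beta-arrestin-GFP aggregate spots per cell after agonist stimulation; plate controls were LPI-stimulated DMSO wells for no effect and DMSO wells without LPI for full effect; some results filed as inactive read as strong as hits; confirmed hits need IC50 under 10 µM and bright autofluorescent wells are also inconclusive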
# Numbers without * were called inactive; ? = inconclusive; . = not tested or not shown; [ ] = remark or other dose. Not all compounds are listed; the hit share may differ from the screen's.
# A first look, 8 compounds:
[1] COc1ccccc1CNC(=O)Cn1c(=O)oc2cc(S(=O)(=O)N3CCCC3)ccc21
[2] CCCc1nnc(NC(=O)Cn2c(=O)sc3ccccc32)s1
[3] CCc1ccc(S(=O)(=O)NCCc2csc(-c3ccccc3)n2)s1
[4] Nc1ccc(C(=O)N/N=C\C=C\c2cccc([N+](=O)[O-])c2)cc1
[5] Nc1ccc(S(=O)(=O)NC(Cc2ccccc2)C(=O)O)cc1 (configuration not stated)
[6] CC(CNC(=O)c1ccc(N)cc1)NC(=O)c1ccc(N)cc1 (configuration not stated)
[7] O=[N+]([O-])c1ccccc1N/N=C/c1c[nH]c2ccccc12
[8] CCOC(=O)N1CCc2c(sc(NC(=O)C3=COCCO3)c2C(N)=O)C1
screen / no.	1	2	3	4	5	6	7	8
KOR beta-arrestin-1	-1.9%	-2.7%	-1.3%	-1.6%	-6.4%	-3.4%	-1.1%	0.5%
AID2073	19%	-8%	?	-6%	52%	3%	-18%	6%
NOD1 inhibition	7%	12%	41%	-36%	-47%	-17%	-2%	-30%
GPR35 arrestin U2OS	-6%	13%	2%	0%	-10%	1%	0%	-2%
GPR55 beta-arrestin	-0.1%	0.6%	-0.1%	-0.2%	-0.1%	0.0%	0.0%	-0.2%
KOR beta-arrestin-2	-18%[20 µM]	11%	31%	3%	-7%	-5%	-3%	-1%
HIV fusion peptide	0.0%	2.4%	0.7%	-2.7%	1.8%	-1.9%	-3.9%	-1.8%
Siah-1 displacement	0%	-1%	2%	-1%	-1%	1%	-2%	1%
GPR55 antagonists	-6%	5%	14%	13%	2%	2%	3%	0%

# The listing, previewed entries included:
[1] COc1ccccc1CNC(=O)Cn1c(=O)oc2cc(S(=O)(=O)N3CCCC3)ccc21
[2] CCCc1nnc(NC(=O)Cn2c(=O)sc3ccccc32)s1
[3] CCc1ccc(S(=O)(=O)NCCc2csc(-c3ccccc3)n2)s1
[4] Nc1ccc(C(=O)N/N=C\C=C\c2cccc([N+](=O)[O-])c2)cc1
[5] Nc1ccc(S(=O)(=O)NC(Cc2ccccc2)C(=O)O)cc1 (configuration not stated)
[6] CC(CNC(=O)c1ccc(N)cc1)NC(=O)c1ccc(N)cc1 (configuration not stated)
[7] O=[N+]([O-])c1ccccc1N/N=C/c1c[nH]c2ccccc12
[8] CCOC(=O)N1CCc2c(sc(NC(=O)C3=COCCO3)c2C(N)=O)C1
screen / no.	1	2	3	4	5	6	7	8
KOR beta-arrestin-1	-1.9%	-2.7%	-1.3%	-1.6%	-6.4%	-3.4%	-1.1%	0.5%
AID2073	19%	-8%	?	-6%	52%	3%	-18%	6%
NOD1 inhibition	7%	12%	41%	-36%	-47%	-17%	-2%	-30%
GPR35 arrestin U2OS	-6%	13%	2%	0%	-10%	1%	0%	-2%
GPR55 beta-arrestin	-0.1%	0.6%	-0.1%	-0.2%	-0.1%	0.0%	0.0%	-0.2%
KOR beta-arrestin-2	-18%[20 µM]	11%	31%	3%	-7%	-5%	-3%	-1%
HIV fusion peptide	0.0%	2.4%	0.7%	-2.7%	1.8%	-1.9%	-3.9%	-1.8%
Siah-1 displacement	0%	-1%	2%	-1%	-1%	1%	-2%	1%
GPR55 antagonists	-6%	5%	14%	13%	2%	2%	3%	0%

[9] CC(=O)Nc1nc2ccc(C(=O)NCCOC(=O)C3CCCCC3)cc2s1
[10] O=C(OC1CCc2ccccc2C1=O)c1ccccc1O (configuration not stated)
[11] CSc1ccc(/C=C(\NC(=O)c2ccc(C)cc2)C(=O)Nc2cccc(C)c2)cc1
[12] CC(C)CC(NC(=O)C(NC(=O)C(Cc1ccc(OCc2ccccc2)cc1)NC(=O)OC(C)(C)C)C(C)C)C(N)=O (configuration not stated)
[13] O=C(N/C(=C/c1cn(-c2ccccc2)nc1-c1ccccc1)C(=O)N1CCOCC1)c1ccc(Cl)cc1Cl
[14] CN(C)c1ccc(/C=N/Nc2nc3ccccc3o2)cc1
[15] CC(C)Cc1cc(C(=O)NCCCN2CCOCC2)no1
[16] COc1ccc(O)c(CN2CCCC(N3CCN(c4ccc(F)cc4)CC3)C2)c1 (configuration not stated)
screen / no.	9	10	11	12	13	14	15	16
KOR beta-arrestin-1	-7.2%	-3.8%	6.1%	0.1%	4.5%	-1.4%	-4.4%	-5.7%
AID2073	0%	-3%	-5%	1%	?	-6%	-4%	-8%
NOD1 inhibition	5%	4%	-29%	-19%	-6%	12%	-2%	13%
GPR35 arrestin U2OS	-17%	10%	-11%	8%	3%	-5%	6%	16%
GPR55 beta-arrestin	-0.1%	-0.3%	0.1%	0.3%	-0.3%	0.0%	-0.1%	-0.4%
KOR beta-arrestin-2	-16%[20 µM]	35%	4%	-2%	9%	-6%	13%	-35%[20 µM]
HIV fusion peptide	1.6%	-2.9%	-0.2%	0.9%	1.0%	-5.3%	-0.1%	-3.3%
Siah-1 displacement	19%	5%	8%	-2%	0%	3%	-4%	-6%
GPR55 antagonists	-5%	12%	4%	6%	-11%	12%	-12%	15%

[17] C[C@]12CCC(=O)C=C1CC[C@@H]1[C@@H]2CC[C@@]2(C)[C@H]1CC[C@@]21CCC(=O)O1
[18] CC(=O)NC(CC(=O)N(C)Cc1c(F)cccc1Cl)c1ccccc1 (configuration not stated)
[19] COc1ccc(S(=O)(=O)Nc2cc(C)nn2-c2ccccc2)cc1
[20] Cc1cccc(C(=O)NN2C(=O)C3C(c4ccccc4)C=CC(c4ccccc4)C3C2=O)c1 (configuration not stated)
[21] O=C(N/N=C/c1c(-c2ccccc2)[nH]c2ccccc12)c1cccnc1
[22] C=CCn1c(SCC(=O)O)nnc1-c1ccc(C(C)(C)C)cc1
[23] CC1CCOC2(O1)C(=O)Nc1ccccc12 (configuration not stated)
[24] Cc1ccc(C)c(OCCC(=O)OCC(=O)Nc2cccnc2Cl)c1
screen / no.	17	18	19	20	21	22	23	24
KOR beta-arrestin-1	-1.6%	-1.2%	.	0.5%	-0.6%	-9.2%	-6.0%	5.5%
AID2073	20%	10%	0%	-1%	5%	-5%	21%	-4%
NOD1 inhibition	1%	-8%	-2%	2%	1%	-4%	6%	-18%
GPR35 arrestin U2OS	-4%	-2%	-3%	-3%	2%	12%	5%	-13%
GPR55 beta-arrestin	0.0%	0.9%	1.0%	-0.1%	-0.2%	0.3%	0.6%	-0.1%
KOR beta-arrestin-2	4%	-9%	5%	27%	-6%	29%	12%	5%
HIV fusion peptide	-1.3%	1.9%	0.0%	4.4%	-1.1%	-0.3%	3.5%	0.5%
Siah-1 displacement	-1%	0%	-1%	1%	-3%	4%	-2%	6%
GPR55 antagonists	0%	14%	1%	25%	9%	0%	10%	17%

[25] O=C(c1ccc(Cl)cc1)c1cc([N+](=O)[O-])ccc1N1CCOCC1
[26] COc1ccc2[nH]c(=O)c(CN(Cc3cccs3)C(=S)NCC3CCCO3)cc2c1 (configuration not stated)
[27] O=C(N/N=C/c1ccncc1)c1cccc(S(=O)(=O)Nc2ccc(Cl)cc2)c1
[28] O=C1CCCc2ccccc2N1Cc1cccc(F)c1
[29] Cc1nn(Cc2cccc(C(=O)Nc3ccn(Cc4ccccc4)n3)c2)c(C)c1[N+](=O)[O-]
[30] O=S(=O)(c1ccc(Br)cc1)N1CCC(c2nc3ccccc3[nH]2)CC1
[31] O=C(COC(=O)c1cc(S(=O)(=O)N2CCOCC2)ccc1F)NCc1ccco1
[32] CCNC(=S)NNC(=O)c1cc(-c2cccc(OC)c2)nc2ccccc12
screen / no.	25	26	27	28	29	30	31	32
KOR beta-arrestin-1	-2.3%	8.6%	2.3%	-0.8%	-0.4%	0.2%	-4.2%	-3.1%
AID2073	-11%	-17%	22%	-14%	0%	7%	2%	-15%
NOD1 inhibition	-22%	-10%	7%	11%	-7%	-10%	-14%	-63%
GPR35 arrestin U2OS	0%	-3%	9%	3%	-12%	2%	-5%	12%
GPR55 beta-arrestin	-0.1%	-1.9%	-1.5%	-0.1%	0.2%	-0.1%	0.0%	-0.5%
KOR beta-arrestin-2	-90%[20 µM]	16%	-15%	-66%[20 µM]	-19%	34%	9%	32%
HIV fusion peptide	-0.3%	0.5%	-2.6%	0.5%	-2.5%	5.5%	-0.2%	2.1%
Siah-1 displacement	8%	9%	-3%	-3%	3%	2%	6%	-13%
GPR55 antagonists	-13%	0%	6%	-13%	12%	10%	7%	1%

[33] CCn1c(C(=O)NC2CCC(C)CC2)cc2sccc21 (configuration not stated)
[34] CC(=O)c1c(OC(=O)c2cccc(Cl)c2)c2ccccc2n1C
[35] CCOc1ccccc1N1CCN(C(=O)c2ccc3c(c2)OCO3)CC1
[36] O=C(CCC(=O)c1cccs1)OCc1nc2ccccc2s1
[37] CC(C)NC(=S)NN=C1CCC(c2ccccc2)CC1 (configuration not stated)
[38] O=C(CCN1C(=O)/C(=C/c2ccccc2Cl)SC1=S)NC1CCS(=O)(=O)C1 (configuration not stated)
[39] CCCOc1ccc(N2CC(C(=O)Nc3ncccc3C)CC2=O)cc1 (configuration not stated)
[40] CC1(C)C(C(=O)O)N2C(=O)C(NC(=O)Cc3ccccc3)C2S1=O (configuration not stated)
screen / no.	33	34	35	36	37	38	39	40
KOR beta-arrestin-1	-5.7%	4.5%	-4.5%	-2.1%	-2.3%	5.4%	-1.9%	-3.0%
AID2073	0%	6%	-3%	-6%	-15%	5.2µM*	2%	-23%
NOD1 inhibition	-40%	-1%	-32%	-20%	-26%	-23%	27%	-30%
GPR35 arrestin U2OS	14%	13%	13%	16%	-16%	-4%	0%	-8%
GPR55 beta-arrestin	-0.1%	0.1%	-0.1%	0.1%	0.2%	-0.1%	-0.2%	0.5%
KOR beta-arrestin-2	3%	-9%	-8%	-8%	3%	-9%	-3%	-13%[20 µM]
HIV fusion peptide	-1.8%	1.2%	1.7%	1.0%	0.7%	-0.7%	3.8%	12%
Siah-1 displacement	0%	-2%	0%	0%	-2%	25%	-4%	5%
GPR55 antagonists	11%	23%	10%	10%	-6%	14%	-5%	3%

[41] O=C(CSc1ccc2c(c1)OCCO2)Nc1cccnc1Cl
[42] CC(=O)Nc1ccc2nc(-c3cccnc3)[nH]c2c1
[43] COc1ccccc1NC(=O)C(=O)NNC(=O)COc1ccc2ccccc2c1
[44] NC(=O)CN1CCOCCOCCN(CC(N)=O)CCOCC1
screen / no.	41	42	43	44
KOR beta-arrestin-1	5.3%	-2.9%	5.0%	5.5%
AID2073	-1%	19%	-1%	5%
NOD1 inhibition	-11%	5%	8%	-11%
GPR35 arrestin U2OS	-4%	-8%	3%	5%
GPR55 beta-arrestin	?	0.1%	-0.1%	0.2%
KOR beta-arrestin-2	-2%	-18%	0%	0%
HIV fusion peptide	-0.8%	-2.3%	12%	0.1%
Siah-1 displacement	-2%	-3%	-6%	-3%
GPR55 antagonists	10%	-5%	13%	-17%
